GCN5L2 inh: GCN5L2 (KAT2A) acetyltransferase inhibition. Q92830. GCN5L2 HAT assay, ThioGlo1 CoA-SH fluorescence. Potency, µM (titrated, usually from 58.9 µM), without a hit: at the top dose activity change, negative = inhibition, actives largely listed as inhibitors. hit rate 0.21% among 390,000. AID 504327
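Compounds, pin-transferred from DMSO stocks, meet 20nM GCN5L2 for 15 min before the reaction begins with H3(1-25) peptide (75uM) and acetyl-CoA (70uM). Thiol-reactive ThioGlo1 reports CoA release over 20 min at room temperature.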
N370S GC mod: inhibits or activates N370S mutant glucocerebrosidase; N370S GC spleen homogenate, 4MU-glucoside fluorescence; AID 2101; hit rate 0.092% among 330,000; Potency, µM (top dose mostly 59.4 µM), without a hit: top-dose activity change, negative = inhibition, hits mostly inhibitors;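 also: 0% = full enzyme activity and -100% = no enzyme basal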
FEN1 inhibitor: inhibitors of human flap endonuclease 1. Recombinant FEN1 flap cleavage, fluorescence, 15 min. P39748. Potency, µM (highest dose often 114 µM), for the others: top-dose activity change, negative = inhibition, most hits filed as inhibitors. AID 588795. hit rate 0.35% among 390,000; also: nearly all actives have a fitted effect of over 65% in size
Target sequence (P39748 whole entry, looked up): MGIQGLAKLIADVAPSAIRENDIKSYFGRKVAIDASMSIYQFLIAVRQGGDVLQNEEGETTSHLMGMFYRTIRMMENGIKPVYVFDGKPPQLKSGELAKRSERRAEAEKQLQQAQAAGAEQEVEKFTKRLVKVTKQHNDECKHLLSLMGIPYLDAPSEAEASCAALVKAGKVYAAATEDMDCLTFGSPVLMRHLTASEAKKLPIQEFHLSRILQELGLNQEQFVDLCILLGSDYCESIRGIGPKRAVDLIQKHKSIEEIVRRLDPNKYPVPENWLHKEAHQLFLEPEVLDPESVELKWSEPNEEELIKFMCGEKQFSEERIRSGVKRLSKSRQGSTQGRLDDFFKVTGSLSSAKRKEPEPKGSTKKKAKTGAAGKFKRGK
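FEN1 at 10 nM preincubated with compounds 15 min at room temperature, then flap DNA substrate added at 50 nM final. Signal read at 0 and 15 min; concentration-response fitted with four-parameter Hill equation.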
* = called active by the depositor; ? = inconclusive; nt = not tested or not shown; & = joins results of further samples; [ ] = another dose, or the depositor's remark. Calls follow the shape of the dose curve; as a rule, active = well fitted curve in the direction sought with a large enough effect; inconclusive = small, poorly fitted or top-dose-only effect, or another doubt; inactive = no such curve, though single readings can be large; an effect the other way counts as inactive or inconclusive. Unless noted, % is scaled to controls: 0 for no effect and ±100 for the full control effect; potency is read from the fitted curve at half-maximal effect.

SMILES	GCN5L2 inh	N370S GC mod	FEN1 inhibitor
CCOc1ccc(C(=O)OCC(=O)N2CCOCC2)cc1OCC	-6.0%	2.0%	0.4%
CCOC(=O)Cn1nnnc1CN(Cc1cccs1)Cc1cc2cc(C)cc(C)c2[nH]c1=O	-15.7%	10.4%	-14.6%
CC(C)(C)c1ccc(C(=O)N2CCC(C(=O)c3ccccc3)CC2)cc1	-12.1%	0.0%	-4.3%
Cc1ccc(C)c(N=Cc2cc3c(cc2[N+](=O)[O-])OCO3)c1	-12.4%	-12.8%	5.4%
COc1cccc(N(CC(=O)Nc2cccc(C(C)=O)c2)S(C)(=O)=O)c1	?	18.9%	-2.4%
C=CCc1cc(Cl)ccc1OCCOCCN(C)C	1.9%	-13.9%	2.2%
COc1ccc(S(=O)(=O)NCc2cccnc2)cc1C(=O)Nc1ccccc1	-1.0%	-3.3%	-4.3%
CCOC(=O)C1CCN(Cc2ccc(C(=O)OC)cc2)CC1	3.5%	5.2%	-5.4%
O=C(c1ccco1)N1CCN(C(=O)c2cc3sccc3n2Cc2ccccc2)CC1	-1.9%	-2.5%	10.8%
c1ccc2c(c1)nnn2-c1ncnc2sc3c(c12)CCCC3	?	-5.4%	-2.6%
CCC1(C)NC(=O)N(CC(=O)NCC(=O)Nc2c(C)cc(C)cc2C)C1=O (stereo not drawn)	-0.8%	nt	17.9%
CSc1nncn1/N=C/c1ccc2c(c1)OCO2	?	?	-1.5%
Cc1cccc(NS(=O)(=O)c2ccccc2)n1	1.8%	-9.9%	2.9%
Cc1ccc(-n2c(C)cc3c2CCCC3=O)cc1	-2.9%	5.3%	-6.7%
O=C(Nc1ccc(Cl)cc1C(=O)NCCN1CCOCC1)c1ccco1	-1.5%	-1.2%	-4.4%
CCOC(=O)c1cc(C#N)c(N2CCN(c3ccc(OC)cc3)CC2)[nH]c1=O	1.9%	-2.2%	11.4%
CCCn1c(C)cc(/C=C(\C#N)C(=O)OCC(=O)Nc2cc(OC)c(OC)c(OC)c2)c1C	1.0%	4.0%	-13.5%
CCCCN(C)CCNC(=O)c1c[nH]c2ccc(S(=O)(=O)N(CC)CC)cc2c1=O	2.0%	3.3%	-2.6%
CC1(C)CC(NC(=O)c2ccc(Cl)c(S(=O)(=O)N(Cc3ccccc3)c3ccccc3)c2)CC(C)(C)N1	0.5%	?	-7.5%
Cn1cnc(S(=O)(=O)N2CCC(C(=O)Nc3ccc(Cl)c(C(F)(F)F)c3)CC2)c1	-2.6%	nt	-2.6%
COc1cc(C(=O)Nc2ccc(C)c(S(=O)(=O)N(C)C)c2)ccc1OCC(=O)N1CCOCC1	-5.0%	-7.6%	1.5%
CCc1ccc(N2CC(C)Cn3c2nc2c3c(=O)n(CC(=O)O)c(=O)n2C)cc1 (stereo not drawn)	-6.9%	nt	?
O=C(CSc1nc2c(c(=O)[nH]1)CCCC2)Nc1cccc(O)c1	-4.8%	nt	-3.8%
CCOc1ccccc1CN1CCNC(=O)C1CC(=O)N(C)Cc1nonc1C (stereo not drawn)	-1.5%	-7.9%	0.3%

Structural class, the compounds so far containing a cyano group
SMILES	GCN5L2 inh	N370S GC mod	FEN1 inhibitor
CCOC(=O)c1cc(C#N)c(N2CCN(c3ccc(OC)cc3)CC2)[nH]c1=O	1.9%	-2.2%	11.4%
CCCn1c(C)cc(/C=C(\C#N)C(=O)OCC(=O)Nc2cc(OC)c(OC)c(OC)c2)c1C	1.0%	4.0%	-13.5%

Later entries
SMILES	GCN5L2 inh	N370S GC mod	FEN1 inhibitor
O=C(NCc1ccco1)c1nc(-c2ccc(F)cc2)no1	12.2%	-0.7%	-1.7%
c1ccc(C[C@H]2CN=C(Nc3ccccc3)N2CCC2CCCC2)cc1	2.0%	-13.4%	1.6%
COCCN1CC(=O)N(c2cccc(C)c2C)C(c2ccc(Cl)cc2)C1=O (stereo not drawn)	-3.2%	0.5%	-2.3%
CCOC(=O)Cn1c(=O)oc2cc(S(=O)(=O)N3CCn4c3nc3ccccc34)ccc21	0.7%	-1.5%	13.3%
CCOC(=O)c1c(N2CCCCC2)c2ccccc2[nH]c1=O	-2.3%	?	-3.0%
COC(=O)[C@@H]1OC(c2ccccc2)O[C@H]1C(=O)OC	19.1%	-15.5%	nt
CCc1ccccc1NC(=O)C(=O)NCC(c1cccnc1)N1CCc2ccccc21 (stereo not drawn)	0.6%	nt	3.2%
Cc1csc(NC(=O)c2cc3c(s2)-c2ccccc2OC3)n1	-27.5%	6.1%	16.4%
COc1ccc(N2C(=O)C3CCCN3C2c2cccc(Br)c2)cc1 (stereo not drawn)	-5.7%	8.1%	17.3%
O=C(NCCO)C(=O)Nc1cc2c3c(c1)CC(=O)N3CCC2	-5.5%	3.1%	1.3%
COC(=O)CNC(=O)c1nn(-c2cccc(OC)c2)c(=O)c2ccccc12	-4.7%	-12.4%	6.5%
Cc1cc2nc(C)c3c(n2n1)CCC3	1.8%	0.7%	-0.8%

Profiles from above.
Listed for `O=C(NCc1ccco1)c1nc(-c2ccc(F)cc2)no1` = GCN5L2 inh: 12.2%; N370S GC mod: -0.7%; FEN1 inhibitor: -1.7%
Listed for `COC(=O)CNC(=O)c1nn(-c2cccc(OC)c2)c(=O)c2ccccc12` = GCN5L2 inh: -4.7%; N370S GC mod: -12.4%; FEN1 inhibitor: 6.5%
Listed for `CCOC(=O)Cn1c(=O)oc2cc(S(=O)(=O)N3CCn4c3nc3ccccc34)ccc21` = GCN5L2 inh: 0.7%; N370S GC mod: -1.5%; FEN1 inhibitor: 13.3%

Further structures:
SMILES	GCN5L2 inh	N370S GC mod	FEN1 inhibitor
Cc1cc(=O)cc(C)n1-c1ccc(Br)cc1	-2.6%	1.3%	-4.5%
CCOc1ccc(Oc2ccc(-c3nnc(-c4ccccc4)o3)cc2[N+](=O)[O-])cc1	-14.7%	6.3%[12.8 µM]	-11.2%
O=C(COc1ccc(Cl)cc1)Nc1nnc(S(=O)(=O)N2CCCCCC2)s1	-4.6%&-2.0%	-4.8%	17.2%&1.7%
O=C(CN1CCCC1=O)NC1C2CC3CC(C2)CC1C3 (stereo not drawn)	-0.2%	-4.3%	6.6%
CCc1cccc(CC)c1N1C(=O)c2cc(N3CCOCC3)c([N+](=O)[O-])cc2C1=O	-3.7%	-1.7%	2.9%
CC(C)(C)c1cccc(/C=N/O)c1O	-1.7%	-5.0%	?
O=C(NCC(c1ccc(Cl)cc1)N1CCCCC1)c1ccccc1 (stereo not drawn)	-0.5%	nt	-7.6%
CCN(CC)CCN1C(=O)C(=O)/C(=C(/O)c2ccc(F)cc2)C1c1ccncc1 (stereo not drawn)	-1.4%	3.2%	-1.4%
O=S(=O)(Nc1cccc(-c2ccc(N3CCOCC3)nn2)c1)c1cc(Cl)ccc1Cl	-2.6%	-26.2%	3.0%
CCCOc1cccc(-c2nnc(NC(=O)c3ccco3)s2)c1	-7.9%	6.7%	-2.1%
O=C(CN(Cc1ccccc1)S(=O)(=O)c1ccccc1)N/N=C/c1ccccc1[N+](=O)[O-]	-15.0%	?	-20.1%
O=C(NNC(=O)C1C2C=CC(C2)C1C(=O)O)c1cc(Cl)ccc1O (stereo not drawn)	-7.1%	?	-1.2%
COc1ccc(C(=O)Nc2ccc3c4c(cccc24)CC3)cc1	-12.1%	-1.5%	-4.1%
CC1(C)CC(=O)C(C=NCCN2CCN(CC(=O)Nc3ccccc3)CC2)=C(O)C1	-0.3%	-0.4%	-2.7%
Cc1ccccc1CC(=O)Nc1ccc(S(=O)(=O)N2CCN(C)CC2)cc1	-18.3%	-24.6%	-1.4%
Cc1cc(C)c(NC(=O)C2=COCCO2)c(C)c1	-3.5%	3.3%	0.9%
CS(=O)(=O)c1ccc(S(=O)CC(=O)OCc2ccccc2)c([N+](=O)[O-])c1 (stereo not drawn)	-3.4%	10.6%	-18.0%
NS(=O)(=O)c1ccc(CCNC(=O)c2ccncc2)cc1	-1.4%	2.6%	9.4%
Cn1c(SCc2cccc(F)c2)nc2c([nH]c3ccccc32)c1=O	0.5%	nt	16.7%
COc1cc(-c2nc3n(n2)C(c2ccncc2)C(C(N)=O)=C(C)N3)cc(OC)c1OC (stereo not drawn)	0.9%	0.5%	-0.1%
N#Cc1ccc(NC(=O)COC(=O)CSc2nnc(-c3ccc(Cl)cc3)o2)cc1	0.0%	10.9%	9.0%
Cc1nc2cc(NC(=O)C3COc4ccccc4O3)ccc2s1 (stereo not drawn)	-3.0%	4.3%	-5.2%
Cc1cccc(Nc2nnc(SCC(=O)NCC3CCCO3)s2)c1 (stereo not drawn)	-4.5%	nt	3.6%
COC(=O)c1ccc(Sc2ccccn2)c([N+](=O)[O-])c1	-1.2%	8.4%	1.6%

2 entries from above, reformatted.
smiles: O=C(Nc1ccc(Cl)cc1C(=O)NCCN1CCOCC1)c1ccco1
  GCN5L2 inh: -1.5% | N370S GC mod: -1.2% | FEN1 inhibitor: -4.4%
smiles: CCOC(=O)c1cc(C#N)c(N2CCN(c3ccc(OC)cc3)CC2)[nH]c1=O
  GCN5L2 inh: 1.9% | N370S GC mod: -2.2% | FEN1 inhibitor: 11.4%

Continued:
SMILES	GCN5L2 inh	N370S GC mod	FEN1 inhibitor
CCN(CC)CCN(Cc1cc2cc(C)ccc2[nH]c1=O)C(=S)NCc1ccco1	1.6%	4.2%	-8.6%
Fc1ccc(-n2nnnc2-c2cnc(-c3cccs3)nc2C(F)(F)F)cc1	-18.7%	-0.2%	-2.2%
COc1ccccc1NC1C=CS(=O)(=O)C1 (stereo not drawn)	-4.0%	4.6%	-4.1%
O=C(O)CNC(=O)/C=C/c1ccc(Cl)cc1Cl	-4.6%	-3.0%	-15.8%
CCN(CC)CCCN1C=C2C(=O)C(C)(OC(=O)C3CCCC3)C(=O)C=C2C=C1c1ccsc1 (stereo not drawn)	-6.6%	1.5%[12.8 µM]	?
Cc1ccc(CN2CCN(C3CCNCC3)C(=O)C2=O)cc1	-2.3%	nt	0.1%
O=C(CSc1nc2ccccc2c(=O)n1Cc1ccco1)c1ccccc1	-2.6%	?	10.8%
O=C(Nc1ccc(N2CCOCC2)c(Cl)c1)c1ccc(Cl)cc1	-4.0%	0.5%	-9.7%
CC(=O)Nc1cccc(C(=O)NCc2ccc3c(c2)CCN3C(=O)c2ccc(F)cc2)c1	-3.9%	nt	14.9%
CC(C)(C)c1ccc(OCCCC(=O)N2CCOCC2)cc1	-0.9%	-6.5%	-0.3%
Cc1ccccc1NC(=O)Cc1nc(COC(=O)c2cccc([N+](=O)[O-])c2)cs1	-4.3%	23.7%	-6.8%
COc1cccc(/C=C/C(=O)OCC(=O)N2c3ccccc3CC2C)c1OC (stereo not drawn)	-7.7%	0.2%	-18.3%
Cc1cc(C)cc(NC(=O)C2CCCN2S(=O)(=O)c2ccc3c(c2)n(C)c(=O)c(=O)n3C)c1 (stereo not drawn)	-1.3%	-15.0%	-12.4%
CCOc1ccc(/C=N/NC(N)=S)cc1	0.3%	2.0%	6.8%
CC1CC(OC(=O)C(O)c2ccccc2)CC(C)(C)N1C (stereo not drawn)	1.6%	-2.9%	29.9%
Cc1ccccc1-c1cc(NCCN2CCOCC2)ncn1	-6.7%	2.1%	nt
COc1cccc(NC(=S)Nc2cc(C)cc(C)n2)c1	0.0%	?	-4.5%
COc1ccc(OC)c(N(C(=O)c2snc(C(N)=O)c2N)C(C(=O)NCc2ccccc2)c2ccc(O)cc2)c1 (stereo not drawn)	-6.5%	-10.8%	0.2%
O=C(NCc1ccncc1)C(=O)Nc1nc2ccccc2s1	2.5%	-0.1%	-15.0%
CN(CC(=O)Nc1c(Cl)cccc1Cl)C(=O)Cc1ccc(S(=O)(=O)N2CCOCC2)s1	-8.4%	2.1%	5.9%
COc1ccc(-c2nc3ccccc3nc2-c2ccccc2)cc1	-6.9%	-1.5%	-9.8%
Cc1ccc(C(=O)N2CCC(C)CC2)cc1C	-2.1%	14.3%	1.5%
COc1ccccc1CNC(=O)C(C)Sc1ccsc1[N+](=O)[O-] (stereo not drawn)	-22.6%	-4.6%	-4.3%
Cc1cc(O)c(-c2cc(O)c(C)cc2O)cc1O	15.8µM*	0.8%	?
CCC(=O)OC1CCC2C3CCc4cc(O)ccc4C3CC[C@]12C (stereo partly drawn)	-20.0%	7.3%	nt
Cc1cc(NS(=O)(=O)c2ccc(NC(=S)Nc3ccc(Cl)cc3C)cc2)no1	-3.0%	9.8%	-0.1%
OCC[C@@H]1C[C@H](O)[C@@H](O)[C@]2(CCCc3ccccc3O2)O1	5.4%	4.3%	-6.2%
O=C(NC1(C(=O)NC2CCCC2)CCCCC1)c1ccc2c(c1)OCO2	-0.7%	3.4%	9.0%
O=C(COc1ccccc1Cl)Nc1ccc2oc(-c3ccccc3F)nc2c1	-11.8%	nt	-0.6%
Cc1ccc(-c2noc(CCCC(=O)NCC3CCCO3)n2)cc1 (stereo not drawn)	4.3%	2.3%	3.6%
CC(CCc1ccccc1)NC(=O)c1cccc([N+](=O)[O-])c1 (stereo not drawn)	1.1%	-6.5%	4.5%
CCOc1cc(/C=N/Nc2ncnc(Cl)c2N)ccc1O	-17.1%	-19.9%	?

Source: PubChem BioAssay (National Center for Advancing Translational Sciences (NCATS))
